Screening results: PubChem, several laboratories
AGP1-GFP MLPCN: yeast TOR pathway AGP1-GFP modulation; S. cerevisiae AGP1-GFP multiplex flow cytometry, 3 h; GFP as percent of DMSO wells; GFP response vs DMSO, % at 10 µM; 0.02% of 320,000 active;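 active = GFP response relative to DMSO above a set limit, near screen average plus 3 SD, cut at about 150% in these data; inconclusive = fewer than 70 cells counted for the yeast strain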;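 also: median GFP channel fluorescence of the gated AGP1 strain per well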
CIT2-GFP yeast: yeast TOR pathway CIT2-GFP modulation. S. cerevisiae CIT2-GFP strain, flow cytometry, 3 h; 100 means same as DMSO wells. GFP response vs DMSO, % at 10 µM. 0.065% of 320,000 active;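 active = GFP response relative to DMSO above a set limit, near the screen mean plus 3 SD, cut at about 150% in these data; inconclusive = Fewer than 70 cells measured for a yeast strain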;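 also: ratio of well median GFP fluorescence to mean of DMSO wells on the plate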
GRK2 inh: human GRK2 inhibition via aptamer displacement. bead flow cytometry, FAM-aptamer displacement from GRK2. inhibition of aptamer binding, % at 10 µM. 0.59% of 330,000 active. AID 488847;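 active = inhibition of aptamer binding above 40%, roughly 3 SD of noise, on plates passing a quality check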;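 also: median bead fluorescence of bound FAM aptamer so fluorescent compounds give negative values; no value below 0 was filed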
Target sequence (P25098 whole entry, looked up): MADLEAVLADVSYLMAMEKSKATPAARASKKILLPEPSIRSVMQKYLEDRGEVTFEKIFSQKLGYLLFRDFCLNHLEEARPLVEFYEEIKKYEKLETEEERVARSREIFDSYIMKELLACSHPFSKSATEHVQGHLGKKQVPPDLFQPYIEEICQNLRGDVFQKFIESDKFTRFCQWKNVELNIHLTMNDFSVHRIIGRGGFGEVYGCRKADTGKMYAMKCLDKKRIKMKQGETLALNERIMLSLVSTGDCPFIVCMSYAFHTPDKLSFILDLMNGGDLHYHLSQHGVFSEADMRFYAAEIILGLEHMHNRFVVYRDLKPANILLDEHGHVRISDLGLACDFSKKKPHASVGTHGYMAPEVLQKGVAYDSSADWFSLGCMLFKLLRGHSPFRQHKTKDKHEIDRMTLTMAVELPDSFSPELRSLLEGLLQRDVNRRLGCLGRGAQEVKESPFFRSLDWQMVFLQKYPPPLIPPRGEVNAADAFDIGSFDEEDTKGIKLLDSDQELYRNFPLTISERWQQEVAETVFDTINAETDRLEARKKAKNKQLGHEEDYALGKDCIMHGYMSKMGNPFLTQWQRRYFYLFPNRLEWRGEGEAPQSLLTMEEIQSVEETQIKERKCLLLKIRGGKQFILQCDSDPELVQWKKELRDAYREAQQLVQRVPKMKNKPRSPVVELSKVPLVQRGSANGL
VLA-4 inh: inhibition in a human VLA-4 binding assay; VLA-4 expressing cells, ligand binding flow cytometry; inhibition, % (about 7 µM as worked out from the volumes in the protocol); 0.2% of 330,000 active; AID 2557; in the data active = inhibition above about 50%
Fam108B counter: blocks mouse Fam108B hydrolase in RBBP9 counter-screen; recombinant Fam108B, FP-Rh probe fluorescence polarization; inhibition, % at 9.51 µM; 0.33% of 300,000 active; AID 1947;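 active = inhibition above the screen mean inhibition plus 3 SD, computed separately per campaign, cut at about 18% in these data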;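 also: inhibitors lower polarization as less probe binds the enzyme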
Bcl-xL primary: Bcl-xL (human) inhibition; Q07817; GST-Bcl-xL / FITC-Bim BH3 peptide fluorescence polarization; AID 2129; 0.7% of 320,000 active; inhibition, % at 10.9 µM;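 active = inhibition above the mean of all tested compounds plus 3 SD, cutoff set per campaign, cut at about 30% in these data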;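 also: 0% = DMSO wells and 100% = unlabeled Bim-BH3 peptide competitor; inhibitors lower millipolarization by displacing the labeled peptide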
Target sequence (Q07817 whole entry, looked up): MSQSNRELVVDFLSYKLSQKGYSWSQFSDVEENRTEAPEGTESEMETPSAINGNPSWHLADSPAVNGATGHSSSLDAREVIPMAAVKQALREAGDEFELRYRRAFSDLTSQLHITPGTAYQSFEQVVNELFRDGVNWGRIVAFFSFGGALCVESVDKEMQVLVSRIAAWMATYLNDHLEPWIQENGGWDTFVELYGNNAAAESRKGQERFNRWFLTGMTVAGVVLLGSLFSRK
MEX-5 binding: C. elegans MEX-5 TCR-2 RNA binding activity. 0.38% of 300,000 active. AID 1832. MEX-5/FITC-TCR2 RNA binding, fluorescence polarization; active compounds read low. activity score (negative = inhibition of binding), % at 10 µM. Q9XUB2;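 active = inhibition past about -25% in most replicates, and total fluorescence under double the plate's negative control median, limit read from the data; inconclusive = replicates evenly split on the limit, or fluorescence at least double controls; inactive = too little inhibition in most replicates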;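 also: 0% = DMSO and -100% = 5 µM competing unlabeled TCR2 RNA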
GLD-1 RNA inh: GLD-1-TGE RNA interaction inhibition (C. elegans). Q17339. purified GLD-1 + fluorescein TGE RNA, fluorescence polarization. inhibition, % at 5.96 µM. 0.44% of 320,000 active. AID 2280;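 active = percent inhibition above a per-plate cutoff, the plate mean of test compounds plus 3 SD, cut at about 30% in these data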;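 also: 0% = DMSO wells with GLD-1 and probe and 100% = wells lacking GLD-1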
MCL1-BIM inh: MCL1-BIM-BH3 interaction inhibition (human) | Q07820 | GST-MCL1 / FITC-Bim-BH3 fluorescence polarization | inhibition, % at 10.9 µM | 0.68% of 320,000 active | AID 2057;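 active = inhibition above the mean inhibition of all tested compounds plus 3 SD, set per campaign, cut at about 40% in these data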;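 also: 0% = DMSO wells and 100% = unlabeled Bim-BH3 peptide control; higher means more loss of mP so more displacement of Bim peptide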
Starred values were filed as active, the others as inactive; i = inactive; ? = inconclusive; / = no result given; [ ] = dose if it differs, or a comment.

SMILES	AGP1-GFP MLPCN	CIT2-GFP yeast	GRK2 inh	VLA-4 inh	Fam108B counter	Bcl-xL primary	MEX-5 binding	GLD-1 RNA inh	MCL1-BIM inh
N#Cc1cc2sc3nnc(-c4ccncc4)n3c2cc1C#N	104	93	2	-4	-4	8	1.6	-5	-3
NNC(=O)CNC(c1ccccc1)c1cc(Br)ccc1NC(=O)c1cccc(Cl)c1 (stereo unspecified)	/	/	1	20	-7	0	-0.7	3	4
COC(=O)[C@H](Cc1ccccc1)NC(=O)NCc1ccc(S(N)(=O)=O)cc1	97	99	1	6	5	-6	-0.4	-4	-1
COCCn1c(SCC(=O)Nc2ccc(C(C)=O)cc2)nc2c([nH]c3ccccc32)c1=O	99	105	1	7	-7	3	-4.2	0	-1
O=[N+]([O-])c1ccc2nc(-c3ccc(Cl)cc3)n(OCc3ccccc3)c2c1	94	85	0	22	2	0	-0.6	-2	-2
Cc1c(OCC(=O)NC(Cc2ccc(Cl)cc2)C(=O)O)ccc2c3c(c(=O)oc12)CCCC3 (stereo unspecified)	102	98	1	27	-2	7	-2.6	4	-2
CC(=O)N(CC(=O)O)c1ccccc1C(=O)O	106	108	1	-1	3	2	/	4	2
Cc1oc(-c2cc3c(cc2Cl)OCO3)nc1CN1CCCC(C(=O)N2CCOCC2)C1 (stereo unspecified)	112	109	0	23	0	-2	2.8	4	-3
N/C(=N\OC(=O)COc1ccc([N+](=O)[O-])cc1)c1ccncc1	95	92	19	-4	0	-3	0.6	7	-5
C/C=C/C(=O)OCC(=O)Nc1cc(-c2cc(C)c(C)cc2C)nn1-c1ccccc1	90	99	2	0	-6	-5	2.9	1	11
O=C1O/C(=C/c2ccccc2)N=C1c1ccccc1	99	98	4	14	0	0	0.7	3	-3
CC(C)(C)NC(=O)CSc1nc2scc(-c3ccccc3)c2c(=O)[nH]1	97	101	0	21	-6	3	4.8	-7	-2
CC(OC(=O)c1ncc(Cl)c(Cl)c1Cl)C(=O)NC1(C#N)CCCCC1 (stereo unspecified)	107	98	2	1	0	2	3.1	4	-1
CCOc1ncccc1C(=O)OCc1csc(CC(=O)Nc2ccccc2C)n1	95	92	3	18	/	1	/	2	1
CCc1ccc(OCCNC(=O)c2cccs2)cc1	92	68	0	-1	0	4	-1.2	6	8
CCCCCCc1cc2cc(-c3nnc(-c4ccccc4O)o3)c(=O)oc2cc1O	25[may fluoresce violet]	?	4	i	5	-50	1.0	-117	-102
O=C(NCc1ccccc1Cl)C1CCCN(S(=O)(=O)c2cccc3nsnc23)C1 (stereo unspecified)	107	101	2	-17	-2	3	-7.3	5	2
CCc1nc(SCC(=O)c2ccc(C)c(C)c2)n[nH]1	100	91	0	40	1	-2	-0.3	3	-7
CCn1cnc2sc(C(=O)Oc3cccc(C)c3)c(C)c2c1=O	98	100	1	4	5	4	-0.5	-1	3
COC(=O)c1ccc(/C=C/c2c(-c3ccc(OC)cc3)oc3ccccc23)cc1	113	104	4	7	-3	-2	-0.4	9	-4
Oc1cccnc1SCc1ccccc1	79	70	2	17	-2	2	1.9	3	3
CC(C)(C)c1ccc(C(CC(=O)O)NC(=O)Cc2ccc(F)cc2)cc1 (stereo unspecified)	101	98	8	8	-2	3	3.0	-2	6
C/C(=N\Nc1ncc(Cl)cc1Cl)c1ccc(S(=O)(=O)NCc2ccco2)cc1	117	100	5	14	3	3	3.3	6	3
CC1(C)CC(=O)C(CO)=C(c2cccc3ccccc23)C1=O	99	104	3	-1	/	1	/	1	-1
CCCN1CCN(C(=O)c2ccc3nc(CC)c(CC)nc3c2)CC1	103	105	0	-3	-1	-3	-5.4	2	-1
CCc1cccc2c(=O)c(C(=O)NCCCOC)c[nH]c12	99	105	1	3	-2	7	1.5	1	-5
Cc1c(NC(=O)c2ccc(F)c(S(=O)(=O)N3CCOCC3)c2)c(=O)n(-c2ccccc2)n1C	103	107	15	-3	3	2	1.5	10	2
CCOC(=O)c1cc(NC(=O)c2ccc(C)cc2)c(=O)oc1C(F)(F)F	101	103	1	29	-6	3	3.4	7	0
Cc1ccc(S(=O)(=O)NCCC(=O)NNC(=O)c2ccccc2O)cc1C	106	104	1	6	3	-6	-0.9	10	-3
CCOC(=O)/C(=C/C=C/c1ccccc1)NC(=O)c1ccccc1	92	99	0	0	1	-3	-1.8	-6	-1
C=C1CCN(Cc2ccccc2)S(=O)(=O)c2ccccc21	85	85	2	34	1	1	-0.6	1	2
COc1ccc(CC(=O)Nc2ccc(S(=O)(=O)NC(C)C)cc2)cc1	105	103	2	29	2	3	2.0	4	3
COc1cc(/C=C(\C#N)c2nn(CCO)c(N)c2C#N)cc(OC)c1OC	98	100	2	-4	-2	2	-4.5	0	7
C[C@@]12CC[C@H]3OC(=O)C=C3C1CC[C@@]13CC(CCC12)[C@](CO)(O[C@H]1O[C@H](CO)[C@@H](O)[C@H](O)[C@H]1O)C3 (stereo partly specified)	96	93	0	-7	0	4	2.2	1	-2
CCn1c2ccccc2c2cc(C#N)c(N)nc21	99	95	0	-6	1	3	-2.7	-1	7
COc1cccc(C(=O)OCC(=O)NCc2ccc3c(c2)OCO3)c1OC	103	108	4	1	/	/	/	0	/
COc1ccc(NC(=O)C2CCCN(S(=O)(=O)c3cnc[nH]3)C2)cc1 (stereo unspecified)	99	95	0	41	0	2	-0.2	-4	2
CN(CC(=O)Nc1ccccc1Cl)C(=O)c1ccccc1SCC(=O)N1CCCC1	104	100	3	2	0	0	-1.6	-2	0
COc1ccc(COC(=O)C2=C(C)NC(=O)NC2c2cccc(Br)c2)cc1 (stereo unspecified)	111	108	0	-1	-2	-1	-0.6	-9	-5
COc1ccc(-c2cc(C(=O)Nc3ccc(C(N)=O)cc3)c3ccccc3n2)cc1OC	108	107	3	2	-14	-4	1.6	6	-23
Cc1onc(-c2c(F)cccc2Cl)c1C(N)=S	114	111	1	-5	-4	8	-2.4	6	15
CCOC(=O)C1(Cc2cccc(OC)c2)CCN(CCO)CC1	101	101	6	20	-2	6	0.3	0	3
Cc1ccc(NC(=O)CN(C)CC(=O)N(CC(C)C)c2c(N)n(CC(C)C)c(=O)[nH]c2=O)c(C)c1	101	98	2	7	/	-1	/	2	-5
COc1ccc(N(C)S(=O)(=O)c2cccc(C(=O)NCC(c3ccco3)N3CCCC3)c2)cc1 (stereo unspecified)	105	97	0	1	0	2	2.9	-7	-7
COc1ccc(-c2noc(CN(C)CCC3CCCCO3)n2)cc1 (stereo unspecified)	94	87	1	-1	2	-2	4.8	5	-6
CCN(CC)S(=O)(=O)c1cc(NC(=O)C(C)N2CCN(c3ccccn3)CC2)ccc1C (stereo unspecified)	98	97	1	-1	3	4	-1.2	2	-3
Oc1ccc(/C=N/N2CCN(C3c4ccccc4-c4ccccc43)CC2)cc1	107	104	0	2	0	0	-1.4	-6	-6
CCOC(=O)C(=Cc1ccc(Br)cc1)C(=O)OCC	85	89	0	0	/	/	1.1	/	/
O=C(c1c(Cl)cccc1Cl)N1CCN(c2ncccn2)CC1	102	96	0	6	-1	3	1.6	3	7
CC(C)CCC[C@@H](C)[C@H]1CC[C@H]2[C@@H]3C(=O)C=C4C[C@@H](O)CC[C@]4(C)[C@H]3CC[C@]12C	80	81	3	-7	4	2	0.1	10	1
CC(=C\c1ccccc1)/C=C1/SC(=S)N(CCCC(=O)O)C1=O	94	95	0	-21	/	/	-0.6	/	/
Cc1cc(C)cc(N2C(=O)CC(Cn3nc(C)cc3C)C2=O)c1 (stereo unspecified)	99	107	0	24	1	4	0.1	6	0
COc1cc(CCC(=O)Nc2ccc(C)c(S(=O)(=O)N(C)C)c2)cc(OC)c1OC	98[may fluoresce red and violet]	?	0	3	4	4	3.4	4	6
CCOc1ccc(NC(=O)C(=S)NC2CCCCC2)cc1	107	97	0	-8	1	5	-0.5	9	3
Cn1c(=O)cc(Cl)[nH]c1=O	87	/	0	-5	-1	-2	3.1	2	35
O=C(COc1ccccc1O)Nc1ccc(Cl)cc1	97	94	2	-7	-3	3	-1.8	0	2
OC(COc1ccc2cc(Br)ccc2c1)CN1CCCC1 (stereo unspecified)	115	108	0	-1	-3	4	2.9	0	10
COc1ccc(C(=O)OCC(=O)Nc2ccc(F)cc2F)cc1OC	87	83	0	-5	0	3	-1.4	1	-3
COc1ccc2[nH]c3c(=O)n(N)c(=O)[nH]c3c2c1	100	102	0	8	/	/	-1.2	/	/
CNc1nc2c(c(=O)n(C)c(=O)n2C)n1Cc1ccccc1	95	/	2	-1	-2	4	-1.2	9	7
Next section.
SMILES	AGP1-GFP MLPCN	CIT2-GFP yeast	GRK2 inh	VLA-4 inh	Fam108B counter	Bcl-xL primary	MEX-5 binding	GLD-1 RNA inh	MCL1-BIM inh
Cc1c(N=Cc2cccnc2)c(=O)n(-c2ccccc2)n1C	101	108	0	-4	2	5	-2.0	9	-1
CCCOc1ccc(N2C(=O)CC(N(Cc3ccc(OC)cc3)C(=S)Nc3ccccc3)C2=O)cc1 (stereo unspecified)	105	107	0	10	-14	4	1.2	4	1
COC1OC(COC(=O)c2ccccc2)C(OC(=O)c2ccccc2)C1OC(=O)c1ccccc1 (stereo unspecified)	100	105	1	-2	-2	2	0.8	10	-4
C/C(=N/NC(=O)c1cccs1)c1c(C)[nH]n(-c2nc3ccccc3s2)c1=O	102	102	0	6	6	3	0.1	5	0
Cc1cc(C)[n+](-c2ccc(Oc3ccccc3)c(S(=O)(=O)[O-])c2)[nH]1	103	102	0	26	3	0	0.1	5	1
O=C(O)c1cc(N/N=C/C(Cl)=C/c2ccccc2)ccc1Cl	108	106	2	10	5	14	-1.0	0	10
CCn1cc(C2=NOC(C(=O)Nc3cc(C)nn3-c3ccccc3)C2)c(C)n1 (stereo unspecified)	97	97	0	12	0	2	/	8	7
O=C(CSc1ccc(F)cc1)N1CCN(S(=O)(=O)c2ccccc2)CC1	93	87	3	2	-5	0	2.0	2	2
CC(Sc1nnc(-c2ccccc2)c(-c2ccccc2)n1)C(=O)Nc1ncc(Cl)cc1Cl (stereo unspecified)	103	92	0	/	-2	7	3.0	4	9
CC/C(=N\NC(=O)c1ccc2c(c1)OCO2)c1ccccc1	97	88	1	-3	/	/	-0.2	/	/
CS(=O)(=O)c1ccc(Cl)c(NC(=O)COC(=O)CNC(=O)c2ccccc2)c1	104	/	0	12	2	-1	2.2	-4	-5
CCCCNC(=O)c1cccc2c(=O)c(C)c(-c3ccccc3)oc12	107	104	1	-1	-1	3	2.6	-4	2
CCOC(=O)c1c(C)[nH]c(C)c1S(=O)(=O)NCCc1cccs1	102	104	7	13	5	5	-0.1	-1	-2
O=C(O)c1nn2cc(CCO)cnc2c1Cl	119	105	0	9	0	4	-3.5	-2	5
CN(C(=O)COC(=O)c1ccc(Br)o1)c1c(N)n(Cc2ccccc2)c(=O)[nH]c1=O	99	97	2	3	2	-15	-1.8	-5	-6
CC(=O)Nc1ccc(S(=O)(=O)N2CCN(CCN3CCOCC3)CC2)cc1Cl	103	90	0	0	-1	3	-0.5	6	8
